Compound activity as filed in PubChem BioAssay.
SKKanGAS inh = blocks kanamycin growth of S. pyogenes SKKanGAS strain. hit rate 1.3% among 300,000. inhibition, % at 7.5 µM. BacTiter-Glo, 6 h;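 active = mean replicate score, as percent of positive control median, at least 50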;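 note: strain carries kanamycin resistance gene driven by streptokinase promoter and grows in 40 µg/ml kanamycin; loss of luminescence reflects streptokinase promoter inhibition or plain growth inhibition; 0% = median of DMSO wells and 100% = positive control at its reference dose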
TMEM16A inh = inhibitors of mouse TMEM16A calcium-activated chloride channel. Q8BHY3. HEK293 TMEM16A/YFP iodide influx fluorescence, ionomycin. normalized B-score (activity score, 25-100; higher = stronger inhibition) at 10 µM. hit rate 1.2% among 310,000;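 active = ratio plate-corrected score three or more library SD toward inhibition, starting fluorescence score within five deviations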;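 note: score derived from kinetic fluorescence span divided by baseline fluorescence per well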
Target sequence (Q8BHY3 whole entry, looked up): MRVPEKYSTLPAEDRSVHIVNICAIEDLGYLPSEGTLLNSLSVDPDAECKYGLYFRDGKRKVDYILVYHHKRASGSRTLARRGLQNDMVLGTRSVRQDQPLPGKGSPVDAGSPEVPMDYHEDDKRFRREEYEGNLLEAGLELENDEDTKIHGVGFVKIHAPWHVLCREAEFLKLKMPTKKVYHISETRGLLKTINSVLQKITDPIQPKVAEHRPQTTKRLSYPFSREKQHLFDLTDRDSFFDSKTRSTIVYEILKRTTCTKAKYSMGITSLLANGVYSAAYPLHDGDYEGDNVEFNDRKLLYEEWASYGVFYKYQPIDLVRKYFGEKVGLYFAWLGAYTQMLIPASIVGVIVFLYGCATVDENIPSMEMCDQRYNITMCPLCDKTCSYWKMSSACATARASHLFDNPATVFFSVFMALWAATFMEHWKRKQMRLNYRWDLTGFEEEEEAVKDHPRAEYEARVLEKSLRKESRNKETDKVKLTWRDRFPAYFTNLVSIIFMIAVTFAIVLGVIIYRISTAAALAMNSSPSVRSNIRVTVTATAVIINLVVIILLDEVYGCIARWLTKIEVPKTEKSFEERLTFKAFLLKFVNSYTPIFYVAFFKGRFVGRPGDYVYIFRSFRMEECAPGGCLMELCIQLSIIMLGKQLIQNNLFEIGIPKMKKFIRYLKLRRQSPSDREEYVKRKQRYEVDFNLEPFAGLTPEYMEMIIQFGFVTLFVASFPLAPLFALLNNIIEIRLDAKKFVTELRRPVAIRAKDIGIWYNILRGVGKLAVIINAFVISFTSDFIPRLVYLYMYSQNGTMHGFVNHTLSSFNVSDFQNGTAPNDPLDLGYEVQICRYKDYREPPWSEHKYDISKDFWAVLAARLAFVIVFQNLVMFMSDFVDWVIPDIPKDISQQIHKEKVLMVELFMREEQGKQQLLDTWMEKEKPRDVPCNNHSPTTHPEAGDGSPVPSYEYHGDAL
ANO1 activ = activators or potentiators of mouse TMEM16A chloride channel | Q8BHY3 | HEK293 TMEM16A/YFP-H148Q/I152L, iodide quench fluorescence; hits give low values | B-score at 10 µM | hit rate 0.3% among 340,000;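 active = fluorescence-ratio B-score plate-corrected deviation score at least 3 library SD below zero, with starting fluorescence score within 5 deviations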;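 note: channel opened by trigger with iodide after compound preincubation; score built on the fluorescence ratio of max minus min over baseline; more negative score means more quench and so TMEM16A activation or potentiation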
TRPC4 PAM = TRPC4 (mouse) allosteric potentiation; B-score at 10 µM; hit rate 0.42% among 310,000; HEK293 TRPC4beta/mu-opioid, DAMGO EC20, Fluo-4 Ca2+ flux; hits give high values; Q9QUQ5;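 active = B-score of calcium response area above 5 SD of library B-scores, with initial fluorescence ratio within 5 SD of library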;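 note: B-score of integrated fluorescence ratio over time as area under calcium response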
MrgX1 ag = agonists of human MrgX1 receptor; Q96LB2; MrgX1-HEK293 cells, Fluo-4 calcium fluorescence, agonist mode; hits give high values; B-score at 10 µM; hit rate 0.44% among 310,000; AID 588627;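 active = calcium response B-score plate-corrected fluorescence ratio at least 3 library SD, with starting fluorescence B-score inside 5 SD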
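Material: MrgX1-expressing HEK293 cells / Dosing: compound as first of three additions / Incubation: overnight seeding, then 1 h dark dye loading / Signal: Fluo-4 NW calcium fluorescence / Evaluation: B-scored fluorescence response ratio / Benchmarks: positive and negative control wells on each plate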
TRPC4 act = activators of mouse TRPC4 channel | HEK293 TRPC4beta/mu-opioid, Fluo4 calcium fluorescence; hits give high values | AID 2237 | B-score at 10 µM | hit rate 0.49% among 310,000 | Q9QUQ5;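 active = B-score above 5 SD of library B-scores, and initial fluorescence ratio not above library mean plus 5 SD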;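 note: positive B-score marks a calcium rise read as TRPC4 activation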
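Assay system: HEK293 cells stably co-expressing mouse TRPC4beta and mu-opioid receptor / Timing: Fluo4 dye loading 45 min at room temperature, 110 s recording / Signal: Fluo4 calcium-sensitive dye fluorescence, kinetic, 1 Hz baseline / Read-out: integrated baseline-normalised fluorescence ratio, converted to per-well B score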
MrgX1 antag = blocks BAM8-22 activation of human MrgX1 receptor. hit rate 1.3% among 310,000. B-score at 10 µM. MRGX1-HEK293 calcium flux, Fluo-4, BAM8-22 antagonism; hits give low values. Q96LB2;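 active = calcium-response B-score plate-corrected more than 3 library SD below zero, starting fluorescence within 5 deviations, no agonist response on first addition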;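 note: peak minus trough fluorescence over baseline after final BAM8-22 challenge near maximal dose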
TRPC6 inhibitor = blocks the mouse TRPC6 cation channel | Q61143 | HEK293-TRPC6, membrane potential dye, ACh-evoked depolarization; hits give low values | B-score at 10 µM | hit rate 1.1% among 310,000 | AID 2553;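 active = B-score under library mean minus 3 SD, initial fluorescence not abnormally high, positive integrated signal ratio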;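 note: B-score derived from integrated fluorescence ratio over the kinetic read; more negative B-score means stronger inhibition of depolarization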
TRPC6 act = activators of mouse TRPC6 channel | Q61143 | HEK293-TRPC6 membrane potential dye fluorescence; hits give high values | B-score at 10 µM | hit rate 0.13% among 310,000 | AID 2550;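 active = B-score of the integrated fluorescence ratio above library mean plus 3 SD, and starting fluorescence ratio within library mean plus 5 SD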;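 note: higher score means more depolarization so channel activation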
MrgX1 allo act = human MrgX1 positive allosteric modulation, primary screen; Q96LB2; MrgX1-HEK293, Fluo-4 calcium flux, FDSS; hits give high values; B-score at 10 µM; hit rate 0.63% among 310,000;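 active = plate-corrected calcium response at least 3 library SD above typical, normal starting fluorescence, not activating the receptor alone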;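 note: compound read alongside a low EC10 to EC30 dose of BAM8-22 agonist; peak minus trough fluorescence over baseline measured at the second addition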
TRPC4 block = TRPC4 (mouse) channel inhibition. HEK293 TRPC4beta/mu-opioid, DAMGO-evoked Fluo4 calcium flux; hits give low values. B-score at 10 µM. hit rate 0.39% among 300,000. AID 2247;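 active = B-score over 3 SD under the library average, no early fluorescence shift, positive overall ratio signal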
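material = TRPC4beta/mu-opioid receptor HEK293 cell line | probe or stimulus = sequential submaximal and maximal DAMGO stimulation | compound dosing = one concentration per compound | measured by = Fluo4 Ca2+ flux fluorescence | evaluation = integrated fluorescence ratio relative to baseline, converted to per-well B score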
* hit, by the source's call; i = inactive; . = no result given.

SMILES | SKKanGAS inh | TMEM16A inh | ANO1 activ | TRPC4 PAM | MrgX1 ag | TRPC4 act | MrgX1 antag | TRPC6 inhibitor | TRPC6 act | MrgX1 allo act | TRPC4 block
COc1ccc(-n2ccn3c(CCC(=O)N4CCN(c5cccc(C)c5C)CC4)nnc3c2=O)cc1 | 0 | i | i | i | i | i | i | i | i | i | i
O=C1CCCCCCCN1Cc1ccccc1 | -5 | i | i | i | i | i | i | i | i | i | i
C/C(=N\NC(=O)c1cccs1)c1ccc2ccccc2c1 | 0 | i | i | i | i | i | i | i | i | i | i
O=C(Nc1ncc(Cc2cccc(Cl)c2Cl)s1)c1ccc([N+](=O)[O-])cc1 | 21 | i | i | i | i | i | i | i | i | i | i
CCN(Cc1ccncc1)C(=O)C1CCN(S(=O)(=O)c2cccs2)CC1 | -1 | i | i | i | i | i | i | i | i | i | i
CC1=C(C(=O)O)N2C(=O)C(NC(=O)c3nn(C)cc3[N+](=O)[O-])C2SC1 (configuration not stated) | 5 | i | i | i | i | i | i | i | i | i | i
O=C(CNC(=O)C1CCCCC1)NCCCO | -5 | i | i | i | i | i | i | i | i | i | i
COc1ccccc1CNC(=O)C1CCN(S(=O)(=O)c2ccc(-n3cnnn3)cc2)CC1 | 1 | i | i | i | i | i | i | i | i | i | i
Cc1ccc(C)c(C(=O)OCC(=O)Nc2cccc(S(=O)(=O)NC3=NCCCCC3)c2)c1 | 9 | i | i | i | i | i | i | i | i | i | i
COCCNC(=O)Cn1cc(/C=N/NC(=O)c2ccc(Oc3ccc(O)cc3)cc2)c2ccccc21 | 2 | i | i | i | i | i | i | i | i | i | i
COc1ccc2oc(=O)c(C(=O)NCc3ccccc3)cc2c1 | 1 | i | i | i | i | i | i | i | i | i | i
CC(C)c1ccc(CNC(=O)C(=O)NCCCn2ccnc2)cc1 | -2 | i | i | i | i | i | i | i | i | i | i
CCOC(=O)CCC(=O)Nc1ccc(S(=O)(=O)N2CCc3ccccc32)cc1 | -5 | i | i | i | i | i | i | i | i | i | i
COc1ccccc1N1C(=O)c2ccc(C(=O)Nc3nccs3)cc2C1=O | -10 | i | i | i | i | i | i | i | i | i | i
CN(Cc1cccc(Cl)c1Cl)c1ccc(S(=O)(=O)N2CCCCC2)cc1[N+](=O)[O-] | 7 | i | i | i | i | i | i | i | i | i | i
COCC(=O)Nc1ccc(N(C)C)cc1 | 1 | i | i | i | i | i | i | i | i | i | i
CC(C)(C)N(NC(=O)Nc1ccccc1)C(=O)c1ccccc1 | 2 | i | i | i | i | i | i | i | i | i | i
CCOC(=O)N1CCN(S(=O)(=O)c2ccc(C(=O)NNc3nc4c(C)cccc4s3)cc2)CC1 | 22 | i | i | i | i | i | i | i | i | i | i
Nc1n[nH]c(C(F)(F)F)c1-c1ccccc1 | -10 | i | i | i | i | i | i | i | i | i | i
CCOc1ccc2[nH]c(=O)c(CN(CCN3CCCC3)C(=S)Nc3ccccc3OC)cc2c1 | 1 | i | i | i | i | i | i | i | i | i | i
CCN1CCN(C(=O)c2ccc3c(c2)c(C)c(C)n3Cc2ccccc2)CC1 | 0 | i | i | i | i | i | i | i | i | i | i
Cc1cc2nc(C3CCN(C(=S)NCCCOC(C)C)CC3)[nH]c2cc1C | 17 | i | i | i | i | i | i | i | i | i | i
O=C(NC1CCCCC1)c1ccc(S(=O)(=O)N2CCOCC2)cc1 | 1 | i | i | i | i | i | i | i | i | i | i
CCC(C)c1ccc(NC(=S)NCc2cccnc2)cc1 (configuration not stated) | 0 | i | i | i | i | i | i | i | i | i | i
COc1ccc(N2C(=O)C(CC(=O)Nc3ccccc3)N(Cc3ccccn3)C2=S)cc1 (configuration not stated) | -4 | i | i | i | i | i | i | i | i | i | i
(further entries)
SMILES | SKKanGAS inh | TMEM16A inh | ANO1 activ | TRPC4 PAM | MrgX1 ag | TRPC4 act | MrgX1 antag | TRPC6 inhibitor | TRPC6 act | MrgX1 allo act | TRPC4 block
CN(C)S(=O)(=O)c1ccc(C(=O)NCC(C)(C)N2CCOCC2)cc1 | -2 | i | i | i | i | i | i | i | i | i | i
COc1ccc(C(=O)N/C(=C\c2cn(S(=O)(=O)N(C)C)c3ccccc23)C(=O)NCCCN2CCOCC2)cc1 | 4 | i | i | i | i | i | i | i | i | i | i
O=C(Nc1ccc(Cl)cc1)Nc1cccc2nsnc12 | 21 | i | i | i | i | i | i | i | i | i | i
CCn1c(SCC(=O)O)nnc1-c1ccccc1 | -3 | i | i | i | i | i | i | i | i | i | i
CCc1ccc(-c2ccc(SCc3ccccn3)nn2)cc1 | -18 | i | i | i | i | i | i | i | i | i | i
CCOc1ccc(N(CC)C(=O)Cc2c(C(=O)O)n(C)c3ccccc23)cc1 | 3 | i | i | i | i | i | i | i | i | i | i
Cc1ccccc1NC(=O)Cn1c(=O)n(C)c2ccccc21 | -1 | i | i | i | i | i | i | i | i | i | i
COc1ccc(OC)c(-c2c(=O)n(OCc3ccccc3Br)c3ccccc3[n+]2[O-])c1 | 0 | i | i | i | i | i | i | i | i | i | i
NC(=O)C1CCN(CC(=O)Nc2ccccc2Sc2ccc(Cl)cc2)CC1 | -2 | i | i | i | i | i | i | i | i | i | i
CNc1oc(-c2ccccc2Cl)nc1P(=O)(c1ccccc1)c1ccccc1 | 8 | i | i | i | i | i | i | i | i | i | i
c1ccc(Cc2noc(CN3CCN(Cc4ccc5c(c4)OCO5)CC3)n2)cc1 | 0 | i | i | i | i | i | i | i | i | i | i
CCOc1ccccc1C(=O)Nc1ccccc1C(N)=O | -6 | i | i | i | i | i | i | i | i | i | i
Cn1ncc(Cl)c1C(=O)Nc1cc(C(F)(F)F)ccc1F | 1 | i | i | i | i | i | i | i | i | i | i
CCOC(=O)C1CCN(S(=O)(=O)c2ccc3c(c2)N(C(C)=O)CC(C)S3)CC1 (configuration not stated) | -4 | i | i | i | i | i | i | i | i | i | i
CC(C)(C)C(C(Oc1ccc(Cl)cc1)n1cncn1)n1nnnc1C(c1cccc(Cl)c1)N1CCCCC1 (configuration not stated) | 42 | i | . | i | i | i | i | i | i | i | i
COc1ccc(NC(=O)Nc2cc3oc4ccccc4c3cc2OC)cc1 | 7 | i | i | i | i | i | i | i | i | i | i
Cc1c(CCOC(=O)C23CC4CC(CC(C4)C2)C3)sc[n+]1CC#N | 5 | i | i | i | i | i | i | i | i | i | i
COCCn1cnnc1SCC(=O)Nc1sccc1C(N)=O | -9 | i | i | i | i | i | i | i | i | i | i
O=C(COc1ccccc1)Nc1cccc(-c2nc3cc4ccccc4cc3[nH]2)c1 | 67* | i | i | i | i | i | -5.1* | i | i | i | i
CC(NC(=O)C(=O)NN=C1CCC(C(C)(C)C)CC1)c1ccccc1 (configuration not stated) | -20 | i | i | i | i | i | i | i | i | i | i
c1ccc2c(c1)nc(N1CCOCC1)c1nnnn12 | -6 | i | i | i | i | i | i | i | i | i | i
CCOC(=O)c1c(C)[nH]c(C(=O)COC(=O)CCC(=O)c2ccc3c(c2)OCCO3)c1C | 11 | i | i | i | i | i | i | i | i | i | i
CC(C)OCCCn1c(=S)[nH]c2cc3c(cc2c1=O)OCO3 | 10 | i | i | i | i | i | i | i | i | i | i
COc1cccc(NC(=O)CN(C)CC(=O)Nc2ccc(Br)cc2)c1 | -4 | i | i | i | i | i | i | i | i | i | i
CC(C)(C)NC(=O)NC(=O)COC(=O)c1ccc(OC(F)(F)F)cc1 | 0 | i | i | i | i | i | i | i | i | i | i
Next part:
SMILES | SKKanGAS inh | TMEM16A inh | ANO1 activ | TRPC4 PAM | MrgX1 ag | TRPC4 act | MrgX1 antag | TRPC6 inhibitor | TRPC6 act | MrgX1 allo act | TRPC4 block
COc1cc2c(cc1OC)CN(C(=O)Cc1c(F)cccc1Cl)CC2 | 2 | i | i | i | i | i | i | i | i | i | i
CCOc1cc(N2CCOCC2)c(OCC)cc1NC(=O)COC(=O)/C=C/c1ccc(OC(F)F)cc1 | -8 | i | i | i | i | i | i | i | i | i | i
O=C(COC(=O)c1cc(=O)[nH]c2ccccc12)Nc1ccc(Cl)cn1 | -8 | i | i | i | i | i | i | i | i | i | i
COc1cc(OC)cc(C(=O)NCCn2ccc3ccccc32)c1 | -9 | i | i | i | i | i | i | i | i | i | i
CCC(CC)c1nnc(NC(=O)C2CCCO2)s1 (configuration not stated) | 1 | i | i | i | i | i | i | i | i | i | i
COc1cccc(CN(C)C(=O)c2ccc3nccnc3c2)c1 | 2 | i | i | i | i | i | i | i | i | i | i
O=C(Nc1cccc(N2C(=O)C3CCCCC3C2=O)c1)c1ccccc1 (configuration not stated) | 0 | i | i | i | i | i | i | i | i | i | i
CCc1nc2nc(C)c(NS(=O)(=O)c3ccc(F)cc3)c(=O)n2[nH]1 | 2 | i | i | i | i | i | i | i | i | i | i
COC(=O)Cn1c(=NC(=O)c2ccc(S(=O)(=O)N3CCc4ccccc4C3)cc2)sc2cc(OC)ccc21 | 2 | i | i | i | i | i | i | i | i | i | i
COc1cccc(C2CCCN2Cc2nc(-c3sccc3C)oc2C)c1 (configuration not stated) | 6 | i | i | i | i | i | i | i | i | i | i
CC1=C(C(=O)OC2CCCCCCC2)C(c2ccc(O)cc2)NC(=O)N1 (configuration not stated) | 7 | i | i | i | i | i | i | i | i | i | i
O=C(Cn1cnc2scc(-c3ccccc3)c2c1=O)NCc1ccco1 | 7 | i | i | i | i | i | i | i | i | i | i
CCOC(=O)N1CCN(C(=O)c2cc3c(-c4cccc(OC)c4)nn(C)c3s2)CC1 | -2 | i | i | i | i | i | i | i | i | i | i
O=C(NNc1c(Cl)cc(Cl)cc1Cl)c1cccc([N+](=O)[O-])c1 | 7 | i | i | i | i | i | i | i | i | i | i
Cc1cc(C)nc(/N=C2\NC(=O)CC(C(=O)O)N2c2ccc(Oc3ccccc3)cc2)n1 (configuration not stated) | 1 | i | i | i | i | i | i | i | i | i | i
CCC(CC)c1nnc(NC(=O)CN2C(=O)NC3(CCCC3)C2=O)s1 | 4 | i | i | i | i | i | i | i | i | i | i
Cc1cc(C)n(CC(=O)N/N=C/c2cc(Br)cc([N+](=O)[O-])c2O)n1 | 4 | i | i | i | i | i | i | i | i | i | i
